Source: PubChem
RGS4 inh: RGS4 inhibitors, primary screen, cell-based, HEK293 M3R inducible RGS4, calcium flux. Fluo-4 calcium flux; stronger effect = higher value; triggered by carbachol at its EC20. Regulator of G-protein signaling 4 (Homo sapiens), P49798. AID 463165, 2010. B-score at 10 µM. 0.45% of 310,000 active;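 active = B-score, a plate-corrected calcium signal, over three deviations above library mean, with baseline fluorescence within five deviations of library mean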;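 also: RGS4 expression induced by doxycycline in cells with stable M3 receptor; B-score is computed from the integrated fluorescence ratio over baseline after carbachol; higher B-score means a larger calcium signal and so more RGS4 inhibition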
MrgX1 antag: antagonists of human MrgX1 receptor, primary screen, HEK293 cells, Fluo-4 calcium flux. 1.3% of 310,000 active. AID 588676, 2011. BAM8-22 antagonism; stronger effect = lower value. B-score at 10 µM;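 active = calcium-response B-score plate-corrected more than 3 library SD below zero, starting fluorescence within 5 deviations, no agonist response on first addition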;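 also: peak minus trough fluorescence over baseline after final BAM8-22 challenge near maximal dose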
MrgX1 agonist: agonists of human MrgX1 receptor, primary screen, HEK293 cells, Fluo-4 calcium flux; 0.44% of 310,000 active; B-score at 10 µM; Fluo-4 calcium fluorescence, agonist mode; stronger effect = higher value; Mas-related G-protein coupled receptor member X1 (Homo sapiens), Q96LB2; AID 588627, 2011;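 active = calcium response B-score plate-corrected fluorescence ratio at least 3 library SD, with starting fluorescence B-score inside 5 SD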
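System: HEK293 cells stably expressing human MrgX1 receptor; Dosing: test compound in the initial addition of three; Schedule: overnight plating, then 30 min 37 °C plus 30 min room-temperature dye loading; Detection: kinetic calcium dye fluorescence, Fluo-4 NW; Controls: per-plate positive and negative controls for Z′ factor.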
TRPC4 block: inhibitors of mouse TRPC4 channel, primary screen, Fluo4 calcium, HEK293 TRPC4beta/mu-opioid cells; DAMGO-evoked Fluo4 calcium flux; stronger effect = lower value; B-score at 10 µM; 0.39% of 300,000 active; Short transient receptor potential channel 4 (Mus musculus), Q9QUQ5;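 active = B-score over 3 SD under the library average, no early fluorescence shift, positive overall ratio signal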
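Assay system: TRPC4beta/mu-opioid receptor HEK293 cell line; compound dosing: single concentration per test compound; detection: Fluo4 Ca2+ flux fluorescence; evaluation: per-well B score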
TRPC6 inhibitor: mouse TRPC6 channel inhibitors, primary screen, cell-based, HEK293, membrane potential dye. Short transient receptor potential channel 6 (Mus musculus), Q61143. ACh-evoked depolarization; stronger effect = lower value. B-score at 10 µM. 1.1% of 310,000 active;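 active = B-score under library mean minus 3 SD, initial fluorescence not abnormally high, positive integrated signal ratio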;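 also: B-score derived from integrated fluorescence ratio over the kinetic read; more negative B-score means stronger inhibition of depolarization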
Target sequence (Q61143 whole entry, looked up): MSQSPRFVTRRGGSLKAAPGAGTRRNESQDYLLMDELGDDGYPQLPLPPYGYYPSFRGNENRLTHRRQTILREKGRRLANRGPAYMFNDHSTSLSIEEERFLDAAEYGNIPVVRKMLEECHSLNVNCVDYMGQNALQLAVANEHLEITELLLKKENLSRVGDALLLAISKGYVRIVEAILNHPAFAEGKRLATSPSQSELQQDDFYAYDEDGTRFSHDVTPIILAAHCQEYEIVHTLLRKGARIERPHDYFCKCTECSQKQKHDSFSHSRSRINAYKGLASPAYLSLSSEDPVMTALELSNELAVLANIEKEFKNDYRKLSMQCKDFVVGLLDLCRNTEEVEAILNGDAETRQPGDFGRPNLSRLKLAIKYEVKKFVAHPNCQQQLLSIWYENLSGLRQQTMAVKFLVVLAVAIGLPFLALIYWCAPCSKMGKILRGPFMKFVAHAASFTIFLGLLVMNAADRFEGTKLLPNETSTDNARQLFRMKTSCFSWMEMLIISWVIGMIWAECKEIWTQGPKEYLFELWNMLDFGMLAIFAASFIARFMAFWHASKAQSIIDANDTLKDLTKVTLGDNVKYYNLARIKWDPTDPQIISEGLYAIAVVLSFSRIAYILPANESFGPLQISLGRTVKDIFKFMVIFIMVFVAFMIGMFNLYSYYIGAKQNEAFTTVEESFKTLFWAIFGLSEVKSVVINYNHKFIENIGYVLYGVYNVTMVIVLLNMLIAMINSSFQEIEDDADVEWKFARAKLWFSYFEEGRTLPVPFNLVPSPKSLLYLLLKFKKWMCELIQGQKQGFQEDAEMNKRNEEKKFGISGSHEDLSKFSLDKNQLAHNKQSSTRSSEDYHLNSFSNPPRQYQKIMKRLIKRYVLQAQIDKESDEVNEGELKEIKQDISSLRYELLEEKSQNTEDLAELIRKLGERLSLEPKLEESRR
TRPC6 act: mouse TRPC6 channel activators, primary screen, cell-based, HEK293, membrane potential dye; Short transient receptor potential channel 6 (Mus musculus), Q61143; HEK293-TRPC6 membrane potential dye fluorescence; stronger effect = higher value; B-score at 10 µM; 0.13% of 310,000 active;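 active = B-score of the integrated fluorescence ratio above library mean plus 3 SD, and starting fluorescence ratio within library mean plus 5 SD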;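 also: higher score means more depolarization so channel activation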
TRPC4 potent: positive allosteric modulators of TRPC4, primary screen, cell-based, mouse TRPC4beta, HEK293 mu-opioid, Fluo-4 calcium | Short transient receptor potential channel 4 (Mus musculus), Q9QUQ5 | DAMGO EC20, Fluo-4 Ca2+ flux; stronger effect = higher value | B-score at 10 µM | 0.42% of 310,000 active;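 active = B-score of calcium response area above 5 SD of library B-scores, with initial fluorescence ratio within 5 SD of library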;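 also: B-score of integrated fluorescence ratio over time as area under calcium response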
TRPC4 act: activators of mouse TRPC4 channel, primary screen, Fluo4 calcium, HEK293 TRPC4beta/mu-opioid cells; Fluo4 calcium fluorescence; stronger effect = higher value; B-score at 10 µM; 0.49% of 310,000 active; AID 2237, 2010;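 active = B-score above 5 SD of library B-scores, and initial fluorescence ratio not above library mean plus 5 SD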;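 also: positive B-score marks a calcium rise read as TRPC4 activation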
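Incubation: 45 min room-temperature Fluo4 loading, 110 s read / System: HEK293 cells stably co-expressing mouse TRPC4beta and mu-opioid receptor / Signal: Fluo4 fluorescence, kinetic / Control set: buffer (low) and maximal DAMGO (high) / Measure: integrated baseline-normalised fluorescence ratio, converted to per-well B score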
MrgX1 PAM: positive allosteric modulators of MrgX1, primary screen, HEK293 cells, Fluo-4 calcium flux; Mas-related G-protein coupled receptor member X1 (Homo sapiens), Q96LB2; AID 588675, 2011; B-score at 10 µM; 0.63% of 310,000 active; FDSS; stronger effect = higher value;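 active = plate-corrected calcium response at least 3 library SD above typical, normal starting fluorescence, not activating the receptor alone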;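 also: compound read alongside a low EC10 to EC30 dose of BAM8-22 agonist; peak minus trough fluorescence over baseline measured at the second addition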
ANO1 activ: TMEM16A chloride channel activators or potentiators, primary screen, cell-based, HTS. Anoctamin-1 (Mus musculus), Q8BHY3. HEK293 TMEM16A/YFP-H148Q/I152L, iodide quench fluorescence; stronger effect = lower value. B-score at 10 µM. 0.3% of 340,000 active. AID 623877, 2012;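 active = fluorescence-ratio B-score plate-corrected deviation score at least 3 library SD below zero, with starting fluorescence score within 5 deviations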;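 also: channel opened by trigger with iodide after compound preincubation; score built on the fluorescence ratio of max minus min over baseline; more negative score means more quench and so TMEM16A activation or potentiation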
ANO1 block: TMEM16A chloride channel inhibitors, primary screen, cell-based, HTS; HEK293 TMEM16A/YFP iodide influx fluorescence, ionomycin; 1.2% of 310,000 active; normalized B-score (activity score, 25-100; higher = stronger inhibition) at 10 µM; AID 588511, 2011; Anoctamin-1 (Mus musculus), Q8BHY3;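 active = ratio plate-corrected score three or more library SD toward inhibition, starting fluorescence score within five deviations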;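 also: score derived from kinetic fluorescence span divided by baseline fluorescence per well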
* marks the source's active call; other numbers are inactive results; i = inactive; · = no result given.

Every second line gives: RGS4 inh	MrgX1 antag	MrgX1 agonist	TRPC4 block	TRPC6 inhibitor	TRPC6 act	TRPC4 potent	TRPC4 act	MrgX1 PAM	ANO1 activ	ANO1 block
> COc1cc(O)ccc1C=O
    i	i	i	i	i	i	i	i	i	i	i
> COc1cccc(C2C(C#N)=C(N)Oc3c2oc(CO)cc3=O)c1OC (stereo not given)
    i	i	i	i	i	i	i	i	i	i	i
> Cc1ccc(NC(=O)C2CCN(c3cnccn3)CC2)cc1
    i	i	i	i	i	i	i	i	i	i	i
> Cc1nnc2nc(-c3ccccc3)nc(-c3ccccc3)n12
    i	i	i	i	i	i	i	i	i	i	i
> O=C(NC1CCCC1)C(c1ccc(F)cc1)N(Cc1ccc(Cl)cc1)C(=O)CCl (stereo not given)
    i	i	i	i	i	i	i	i	i	i	i
> CCOc1ccccc1NC(=O)CSc1ccc([N+](=O)[O-])cc1
    i	i	i	i	i	i	i	i	i	i	i
> NC(=O)c1ccc([N+](=O)[O-])cc1SCc1ccccc1
    i	i	i	i	i	i	i	i	i	i	i
> CCN(Cc1ccccc1)S(=O)(=O)c1ccc(F)cc1
    i	i	i	i	i	i	i	i	i	i	i
> CCOC(=O)/C=C/c1ccccc1S(=O)(=O)NC(C)(C)C
    i	i	i	·	i	i	i	i	i	i	i
> COC(=O)Cn1cc(C(=O)OC)c2ccccc21
    i	i	i	i	i	i	i	i	i	i	i
> COc1ccc(Cc2nnc(NC(=O)C3CC(=O)N(c4ccccc4)C3)s2)cc1OC (stereo not given)
    i	i	i	i	i	i	i	i	i	i	i
> Cc1ccc(NC(=O)c2cc(CC(C)C)nc3ccccc23)cc1
    i	i	i	i	i	i	i	i	i	i	i
> Cc1ccc(NC(=O)c2ccc3c(c2)[nH]c(=O)n3C(C)C)cc1
    i	i	i	i	i	i	i	i	i	i	i
> Cc1cc(OC(C)C(=O)NC2CC(C)(C)NC(C)(C)C2)c2c(C)cc(=O)oc2c1 (stereo not given)
    i	i	i	i	i	i	i	i	i	i	i
> COc1cccc(NC(=O)c2ccn(C)n2)c1
    i	i	i	i	i	i	i	i	i	i	i
> CCc1cccc(C)c1NC(=O)c1ccccc1
    i	i	i	i	i	i	i	i	i	i	i
> Nc1nnc(SCCCC(=O)c2ccccc2)s1
    i	i	i	i	i	i	i	i	i	i	i
> COC(=O)C1CC(=O)N(c2ccc(C)cc2)C1 (stereo not given)
    i	i	i	i	i	i	i	i	i	i	i
> O=C(O)CCNC(=O)COc1ccc2c3c(c(=O)oc2c1)CCCC3
    i	i	i	i	i	i	i	i	i	i	i
> CCCCc1nc2sc3c(SCCN(C)C)ncnc3c2c2c1CCC2
    i	i	i	i	i	i	i	i	i	i	i
> Cc1cccc(OCC(=O)Nc2ccccc2N2CCN(C(=O)C(C)C)CC2)c1C
    i	i	i	i	i	i	i	i	i	i	i
> COc1ccccc1-n1c(SCC(=O)NC(C)(C)C)nc(O)cc1=O
    i	i	i	i	i	i	i	i	i	i	i
> CS(=O)(=O)c1ccc(Cl)c(NC(=O)COC(=O)COc2ccc3c(c2)CCC3)c1
    i	i	i	i	i	i	i	i	i	i	i
> O=C(CSC1CN(C(c2ccccc2)c2ccccc2)C1)N/N=C/c1ccccc1
    i	i	i	i	i	i	i	i	i	i	i
> Cc1ccc(-c2nnc(NC(=O)c3c(F)cccc3Cl)s2)cc1
    i	i	i	i	i	i	i	i	i	i	i
> CCCN1CCN(C(=O)C2CCN(S(=O)(=O)c3ccc4c(c3)NC(=O)C(C)S4)CC2)CC1 (stereo not given)
    i	i	i	i	i	i	i	i	i	i	i
> Cc1n(C)c2cc(Cl)ccc2[n+]1Cc1ccccc1
    i	i	i	i	i	i	i	i	i	i	i
> COc1ccc(C2CC(C(F)(F)F)n3ncc(C(=O)NCc4cccnc4)c3N2)cc1OC (stereo not given)
    i	i	i	i	i	i	i	i	i	i	i
> CC(O)c1nc2ccccc2n1CC(=O)Nc1ccc2c(c1)OCCO2 (stereo not given)
    i	i	i	i	i	i	i	i	i	i	i
> CN(CC(=O)N1CCN(c2ccccn2)CC1)S(=O)(=O)c1cccc2nsnc12
    i	i	i	i	i	i	i	i	i	i	i
> CCOC(=O)N1CCC(Nc2c(N3CCN(c4cc(Cl)ccc4C)CC3)c(=O)c2=O)CC1
    i	i	i	i	i	i	i	i	i	i	i
> COc1ccc(C(=O)Nc2c(O)ccc3ccccc23)cc1
    i	i	i	i	i	i	i	i	i	i	i
> O=C(O)CCCn1c(=O)[nH]c2ccccc2c1=O
    i	i	i	i	i	i	i	i	i	i	i
> COc1ccc(CCn2c(O)cc3nn(-c4nc5ccccc5s4)c(=O)c-3c2C)cc1
    i	i	i	i	i	i	i	i	i	i	i
> FC(F)(F)c1ccc(CN2C[C@@H]3C(c4ccc(Cl)nc4)C4(c5cccnc5)CC3(C4)[C@H]2c2ccccc2)cc1 (stereo not given in full)
    i	i	i	i	i	i	i	i	i	·	i
> COc1cc(/C=N/NC(=O)c2ccncc2)ccc1OCC(=O)Nc1cccc([N+](=O)[O-])c1
    i	i	i	i	i	i	i	i	i	i	i
> CC(=O)Nc1cccc(NC(=O)Nc2cccc3ccccc23)c1
    i	i	i	i	i	i	i	i	i	i	i
> CC(=O)c1ccc(Cc2cnc(N)s2)cc1
    i	i	i	i	i	i	i	i	i	i	i
> O=C(NCc1cccc(CNC(=O)c2ccco2)c1)c1ccco1
    i	i	i	i	i	i	i	i	i	i	i
> COc1ccc(S(=O)(=O)N2CCC(NC(=O)N3CCOCC3)CC2)cc1
    i	i	i	i	i	i	i	i	i	i	i
> CCc1cc(C(=O)N/N=C/c2ccc(O)cc2)c2ccccc2n1
    i	i	i	i	i	i	i	i	i	i	i
> CC(C(=O)Nc1ccc(N2CCOCC2)cc1)N1C(=O)c2ccccc2C1=O (stereo not given)
    i	i	i	i	i	i	i	i	i	i	i
> O=C1CCCN1CCCNc1ccc(S(=O)(=O)N2CCCCC2)cn1
    i	i	i	i	i	i	i	i	i	i	i
> CN(Cc1ccc(F)cc1Cl)S(=O)(=O)c1cccs1
    i	i	i	i	i	i	i	i	i	i	i
> Cc1ccc(OCc2cc(C(=O)NC(C)Cc3cccnc3)no2)cc1C (stereo not given)
    i	i	i	i	i	i	i	i	i	i	i
> COc1ccc(CC(=O)Nc2cc(Cl)ccc2N2CCCC2)cc1
    i	i	i	i	i	i	i	i	i	i	i
> COc1ccc(-c2cn(-c3ccccc3)nc2C(=O)O)cc1OC
    i	i	i	i	i	i	i	i	i	·	i
> COc1ccc(/C=C(/NC(=O)c2cccc([N+](=O)[O-])c2)C(=O)O)cc1
    i	i	i	i	i	i	i	i	i	i	i
> N#Cc1sc2nc(-c3ccccc3)cc(-c3ccco3)c2c1N
    i	-10*	i	i	i	i	i	i	i	i	i
> CCOc1ccc(C2C3=C(CCCC3=O)Nc3nc(C(F)(F)F)nn32)cc1OC (stereo not given)
    i	i	i	i	i	i	i	i	i	i	i
> Nc1nnc(SCC(=O)c2ccccc2)s1
    i	i	i	i	i	i	i	i	i	i	i
> CCc1ccc(CNC(=O)CCc2nnc(Cc3cccc(C(F)(F)F)c3)o2)nc1
    i	i	i	i	i	i	i	i	i	i	i
> C(=C\c1ccco1)/C=N/n1cnnc1
    i	i	i	i	i	i	i	i	i	i	i
> CCCOC(=O)c1ccc2c(c1)C(=O)N(c1ccccc1)C2=O
    i	i	i	i	i	i	i	i	i	i	i
> O=C(c1ccc2c3c(cccc13)CC2)C1CCCN(Cc2cccnc2)C1 (stereo not given)
    i	i	i	i	i	i	i	81*	i	i	i
> CC(Sc1nncn1C)C(=O)Nc1cc(C(F)(F)F)ccc1N1CCOCC1 (stereo not given)
    i	i	i	i	i	i	i	i	i	i	i
> COc1cc(/C=N/NC(=S)NCCN2CCOCC2)cc(OC)c1OC
    i	i	i	i	i	i	i	i	i	i	i
> O=C(NC1CCCC1)c1ncn[nH]1
    i	i	i	i	i	i	i	i	i	i	i
> Cc1ccc2oc(-c3cccc(N)c3)nc2c1
    i	-6.2*	i	i	i	i	i	i	i	i	i
> O=C(C1CCCCN1S(=O)(=O)c1ccccc1[N+](=O)[O-])N1CCOCC1 (stereo not given)
    i	i	i	i	i	i	i	i	i	i	i

Next part:
Every second line gives: RGS4 inh	MrgX1 antag	MrgX1 agonist	TRPC4 block	TRPC6 inhibitor	TRPC6 act	TRPC4 potent	TRPC4 act	MrgX1 PAM	ANO1 activ	ANO1 block
> Cc1ccc(CNc2nc(-c3cccnc3)nc3ccccc23)cc1
    i	i	i	i	i	i	i	i	i	i	i
> CCc1c(C)nc(SCC(=O)c2ccc(C)c(C)c2)[nH]c1=O
    i	-7*	i	i	i	i	i	i	i	i	i
> CC(C)c1ccc(CN(C(=O)c2cc3ccccc3oc2=O)C2CCS(=O)(=O)C2)cc1 (stereo not given)
    i	i	i	i	i	i	i	i	i	i	i
> CC(=O)c1cccc(OCc2cc(C(=O)N3C[C@H]4CC[C@H]3C4)no2)c1
    i	i	i	i	i	i	i	i	i	i	i
